# High-throughput results: PubChem, The Scripps Research Institute Molecular Screening Center
# TbREL1 inh – TbREL1 inhibition, primary screen; P86926; TbREL1 RNA ligation, FRET fluorescence; inhibition, % at 9.66 µM; hit rate 0.49% among 89,000; AID 1117264;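 active means inhibition above the mean inhibition across all screened compounds plus 3 SD, cut at about 11% in these data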;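 further: 0% = plate median of test wells and 100% = NSC42067 control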
# Target sequence (P86926 whole entry, looked up): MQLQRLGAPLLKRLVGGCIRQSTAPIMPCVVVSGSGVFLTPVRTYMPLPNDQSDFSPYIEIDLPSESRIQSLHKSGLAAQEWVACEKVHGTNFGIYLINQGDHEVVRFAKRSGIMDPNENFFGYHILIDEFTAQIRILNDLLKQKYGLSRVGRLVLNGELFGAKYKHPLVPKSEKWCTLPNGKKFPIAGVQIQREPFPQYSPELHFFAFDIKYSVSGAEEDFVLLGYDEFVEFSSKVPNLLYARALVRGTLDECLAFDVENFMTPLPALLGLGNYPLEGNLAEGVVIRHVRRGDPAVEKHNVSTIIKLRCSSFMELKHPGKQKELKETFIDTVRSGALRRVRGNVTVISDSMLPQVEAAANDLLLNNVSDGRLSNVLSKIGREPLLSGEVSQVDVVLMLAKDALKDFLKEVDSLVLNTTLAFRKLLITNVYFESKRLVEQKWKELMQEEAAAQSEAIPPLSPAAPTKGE
# Active calls of the source: *. These rows are one share of the data. The share of hits here may be higher or lower than overall.
SMILES,TbREL1 inh
Cc1ccc(S(=O)(=O)N2CCOCC2)cc1NC(=O)COC(=O)c1cc(=O)c2ccccc2o1,4
CCn1ccnc1CNC(=O)c1ccc2oc(CCCc3ccccc3)nc2c1,0
C=CCSc1nc2sc3c(c2c(=O)n1CC)CCc1ccccc1-3,4
Nc1cccc(S(=O)(=O)Nc2ccc(SC(F)F)cc2)c1,0
COc1cc([C@@H]2CC=C(C(=O)O)[C@H](c3cccc(Cl)c3)N2S(=O)(=O)c2ccc(C)cc2)cc(OC)c1OC,4
N#CC1=C(Nc2ccccc2)SC=C(c2ccc(Br)cc2)N=C1N1CCOCC1,-1
O=C(Oc1ccccc1-c1nnco1)c1ccccc1,2
Cc1cc(C)cc(OCC(=O)NC2CCCc3ccccc32)c1 (stereo not drawn),2
O=C(NCCCc1ccccc1)c1cccc(NC(=O)C2CCCCC2)c1,4
Cc1ccc(C(=O)CC(=O)c2cc(Cl)ccc2O)cc1,8
COC(=O)C1=C(C)N(c2ccccc2)/C(=C/c2ccco2)C1=O,2
Cc1c(NC(=S)N2CCN(c3ccc(F)cc3)CC2)c(=O)n(-c2ccccc2)n1C,-4
C=CCSc1n[nH]c(-c2ccccc2)n1,1
CC(CCc1ccccc1)NC(=O)CN(C)Cc1ccccc1F (stereo not drawn),1
CCOc1ccc(CNC(=O)CCCOc2cc(=O)n(C)c3ccccc23)cc1,-1
Cc1cc(CNC(=O)COC(=O)c2ccc(Cl)c(N)c2)cc(C)c1O,-1
O=C(Nc1ccc(F)cc1)OCc1cn(Cc2c(F)cccc2F)nn1,-1
O=[N+]([O-])c1ccc(N2CCOCC2)c([N+](=O)[O-])c1,0
O=C(Nc1ccc(Cl)cc1)c1csc(-c2ccncc2)n1,0
CCC1=C(OC(=O)N(CC)CC)N2C(=O)OC(=NCC(=O)OC)[C@]2(C)[C@H]2C1=CC[C@H]1C(=O)N(CC(=O)OC)C(=O)[C@H]12,-3
Fc1cc(F)c2nc(N3CCOCC3)sc2c1,1
CCOc1ccc(C(=O)NCC(=O)OCC(=O)N2CCC(C)CC2)cc1,6
Cc1cccc(NC(=O)c2nc[nH]c2C(=O)N2CCN(c3ccccc3)CC2)c1,-2
Cc1ccc(CSc2nnc(-c3ccc(NS(=O)(=O)c4ccccc4)cc3)o2)cc1,1
O=C(NC1CCN(Cc2ccccc2)CC1)c1ccc2c(c1)[nH]c(=O)n2Cc1ccc(F)cc1,-2
COC(=O)CN(c1cc(Cl)ccc1OC)S(=O)(=O)c1ccc(C)cc1,3
O=C(OCc1ccc(Br)cc1)c1cnc(Cl)c(Cl)c1,1
COc1ccc(C(=O)Nc2ccc(/C(C)=N/NC(=O)c3ccncc3)cc2)cc1,1
COc1cccc(C2=CC(=O)CCC2)c1OC,1
Cc1ccc(-n2nc(C)c(NS(=O)(=O)c3ccccc3)c2C)cc1C,-1
CCN1CCN(C(=O)c2ccccc2N(Cc2ccccc2)S(=O)(=O)c2ccc(C)cc2)CC1,1
CCCCN=C(C)c1c(O)c2ccccc2oc1=O,0
CCCn1c(SCC(=O)NC2CCCCC2C)n[nH]c1=O (stereo not drawn),0
O=C1c2ccccc2C(=O)N1CC1c2ccccc2CCN1S(=O)(=O)c1cnc[nH]1 (stereo not drawn),-2
Cc1c(Cl)cccc1N(Cc1ccc(C(=O)O)cc1)S(=O)(=O)c1ccccc1,-1
COCCNC(=O)C(OC(=O)C1=Cc2ccccc2OC1)C(C)C (stereo not drawn),8
CCOC(=O)C1CCCN(c2c(N3CCOCC3)c(=O)c2=O)C1 (stereo not drawn),-2
CCC(C)C(NC(=O)/C(=C\c1ccccc1)NC(=O)c1ccc(OC)cc1)C(=O)O (stereo not drawn),3
COc1ccc(-c2sc(Nc3ccccc3)n[n+]2-c2ccc(F)cc2)c(C)c1C,-2
CCCCN1C(=O)CCC(C(=O)O)C1c1ccc(OC)cc1 (stereo not drawn),2

# 2 records drawn at random from the list so far, as already listed:
SMILES,TbREL1 inh
CCCn1c(SCC(=O)NC2CCCCC2C)n[nH]c1=O (stereo not drawn),0
Cc1cccc(NC(=O)c2nc[nH]c2C(=O)N2CCN(c3ccccc3)CC2)c1,-2

# Looked up above.
# Value of CCOC(=O)C1CCCN(c2c(N3CCOCC3)c(=O)c2=O)C1 (stereo not drawn) in TbREL1 inh: -2
# Value of CCCn1c(SCC(=O)NC2CCCCC2C)n[nH]c1=O (stereo not drawn) in TbREL1 inh: 0
# Value of Cc1c(Cl)cccc1N(Cc1ccc(C(=O)O)cc1)S(=O)(=O)c1ccccc1 in TbREL1 inh: -1
# Value of COc1cccc(C2=CC(=O)CCC2)c1OC in TbREL1 inh: 1
# Value of CCOc1ccc(C(=O)NCC(=O)OCC(=O)N2CCC(C)CC2)cc1 in TbREL1 inh: 6
# Value of COc1ccc(-c2sc(Nc3ccccc3)n[n+]2-c2ccc(F)cc2)c(C)c1C in TbREL1 inh: -2
# Value of Fc1cc(F)c2nc(N3CCOCC3)sc2c1 in TbREL1 inh: 1

# Reformatted as tab-separated lines: part of the list above.
SMILES	TbREL1 inh
CCOc1ccc(C(=O)NCC(=O)OCC(=O)N2CCC(C)CC2)cc1	6
Cc1cccc(NC(=O)c2nc[nH]c2C(=O)N2CCN(c3ccccc3)CC2)c1	-2
Cc1ccc(CSc2nnc(-c3ccc(NS(=O)(=O)c4ccccc4)cc3)o2)cc1	1
O=C(NC1CCN(Cc2ccccc2)CC1)c1ccc2c(c1)[nH]c(=O)n2Cc1ccc(F)cc1	-2
COC(=O)CN(c1cc(Cl)ccc1OC)S(=O)(=O)c1ccc(C)cc1	3
O=C(OCc1ccc(Br)cc1)c1cnc(Cl)c(Cl)c1	1

# Continued.
SMILES,TbREL1 inh
COc1ccc(Cc2nnc(NC(=O)c3ccc(OC)c(OC)c3)s2)cc1OC,-1
CC(NC(=O)C(=O)NN=C1CCC(C(C)(C)C)CC1)c1ccccc1 (stereo not drawn),6
O=C(CNC(=S)N(CCCN1CCOCC1)Cc1cccs1)NCCCN1CCOCC1,-2
CCCC[C@@H]1C=C(C(=O)O)[C@H](c2ccc(Cl)cc2)N1S(=O)(=O)c1ccc(C)cc1,-2
O=C(CCCC(=O)N(CC(=O)NC1CCCC1)Cc1ccccc1Cl)Nc1ccccn1,0
Cc1ccccc1OCC(=O)NNC(=O)c1cc(S(=O)(=O)N2CCOCC2)ccc1N1CCCC1,1
COc1ccc(S(=O)(=O)N(CC(=O)N/N=C/c2ccc(C(=O)O)cc2)Cc2ccccc2)cc1OC,2
Cn1c(=O)c2c(ncn2CC(COCc2ccc(Cl)cc2)OCc2ccc(Cl)cc2)n(C)c1=O (stereo not drawn),4
CSc1sc(C(=O)NCC2CC2)c(-c2cccs2)c1C#N,0
Nc1cc(=O)nc(SCC(=O)NCc2ccccc2)n1CCc1ccccc1,0
C[C@H](CO)N1C[C@H](C)[C@@H](CN(C)S(=O)(=O)c2cn(C)cn2)Oc2ncc(Br)cc2C1=O,1
CCOC(=O)N1CCC(N2CC34C=CC(O3)C(C(=O)O)C4C2=O)CC1 (stereo not drawn),1
CCOC(=O)c1cnn(CCOC(=O)c2cccs2)c1NC(=O)c1cccs1,-3
NS(=O)(=O)c1ccc(NC(=O)COC(=O)COc2ccc3ccccc3c2)cc1,0
N#C/C(=C\Nc1ccc2cn[nH]c2c1)c1nc(-c2ccc(Cl)cc2)cs1,0
O=C(Nc1ccc(Cl)c([N+](=O)[O-])c1)C(NCCCO)c1ccccc1 (stereo not drawn),8
Cc1ccc(S(=O)(=O)N(C)C)cc1-n1c(SCC(=O)N(C)C)nc2ccccc2c1=O,-1
CCC(c1nnnn1-c1ccc2c(c1)OCCO2)N1CCN(c2cccc(C)c2C)CC1 (stereo not drawn),1
CCCCNC(=O)c1cc2c(-c3ccc(Cl)cc3)nn(C)c2s1,-3
Cc1ccc(NC(=O)c2ccc(-n3cncn3)c([N+](=O)[O-])c2)cc1,3

# Another view of some results above.
CCCn1c(SCC(=O)NC2CCCCC2C)n[nH]c1=O (stereo not drawn)
  TbREL1 inh = 0
O=C1c2ccccc2C(=O)N1CC1c2ccccc2CCN1S(=O)(=O)c1cnc[nH]1 (stereo not drawn)
  TbREL1 inh = -2
Cc1c(Cl)cccc1N(Cc1ccc(C(=O)O)cc1)S(=O)(=O)c1ccccc1
  TbREL1 inh = -1
COCCNC(=O)C(OC(=O)C1=Cc2ccccc2OC1)C(C)C (stereo not drawn)
  TbREL1 inh = 8

# Additional structures:
SMILES,TbREL1 inh
NC(=O)c1ccsc1NC(=O)COC(=O)Cc1ccccc1Cl,-1
O=C1CCCc2[nH]c3cccc(/C(=C/c4ccccc4)c4ccccc4)c3c21,1
COc1cc(OC)c(C2N(c3cc(C)on3)C(=O)C3CCCN32)cc1OC (stereo not drawn),-3
C=CC[C@@H](CC(=O)N[C@H](CO)Cc1ccccc1)C(=O)NC[C@H](OC(=O)[C@@H](CC=C)Cc1ccc(F)cc1)c1ccccc1,-1
Cc1ccc(OCC(=O)OC2CCS(=O)(=O)C2)cc1 (stereo not drawn),3
CCN(CC)S(=O)(=O)c1ccc2c(c1)c(C(=O)O)cn2C,0
Cc1ccc(C(=O)C(C)OC(=O)CNC(=O)c2ccc(Br)o2)cc1 (stereo not drawn),-2
COc1cc(C2/C(=C(\O)c3ccc4c(c3)CC(C)O4)C(=O)C(=O)N2CCN2CCOCC2)cc(OC)c1OC (stereo not drawn),-4
Cc1ccc(Cn2ccc(NC(=O)c3noc4c3CCCCC4)n2)cc1,1
CCCCC(=O)Nc1ccc(C(=O)NCc2ccncc2)cc1,-2
O=C(CN1CCCC1)Nc1ccc([N+](=O)[O-])cc1,0
CC(C)Oc1ccc(C(=O)NCc2cccnc2)cc1,1
Cc1ccc(C(=O)N(Cc2ccccn2)CC2CCCO2)cc1 (stereo not drawn),0
CCOC(=O)c1sc(NC(=O)c2cc(-c3ccccc3)nc3ccccc23)c(C#N)c1C,1
COC(=O)C1=C(C)N(Cc2ccco2)C(=O)N[C@@H]1c1ccco1,6
Nc1ccc2cc3ccc(N)cc3nc2c1,31*
CCOC(=O)N1CCN(C(=O)c2nn(-c3ccc(C)cc3)c(=O)c3c2c2ccccc2n3C)CC1,5
COc1ccccc1N1C(=NC(=O)COc2ccccc2)SC2CS(=O)(=O)CC21 (stereo not drawn),2
Cc1nc(C(=O)NCCCO)cc2c1[nH]c1ccccc12,-1
O=C(COc1ccc(Br)cc1)NCc1cn2ccccc2n1,0
O=C(CO/N=C/c1ccc2c(c1)OCO2)Nc1cccc(Br)c1,2
O=C(NCc1c(F)cccc1F)C1CCCN(c2ncccn2)C1 (stereo not drawn),2
Cn1ccc(C(=O)OCC(=O)Nc2cccc(Cl)c2)n1,2
O=[N+]([O-])c1ccc(COc2ccc(Br)cc2CN2CCOCC2)cc1,-4
O=C(OCCn1c(=S)sc2ccccc21)c1ccccc1,-3
CC(=O)c1cccc(N=C2C(=O)Nc3ccccc32)c1,1
CC(=O)c1ccc(NC(=O)CS(=O)(=O)c2cn(CC(=O)N3CCOCC3)c3ccccc23)cc1,0
C(=N\n1cnnc1)/c1ccc2ncccc2c1,3
O=C(NCc1ccco1)C1CCCN(S(=O)(=O)c2cccs2)C1 (stereo not drawn),0
O=C(Nc1ccc2c(c1)OCO2)c1c(Cl)nc2sccn12,2
O=S(Cc1ccccc1)CC(O)(c1ccccc1)c1ccccc1 (stereo not drawn),3
CCCCNC(=O)c1onc(CSc2cccc(Cl)c2)c1C(=O)O,3
O=C(O)c1cc(N2N=C(C(F)(F)F)/C(=C/C=C/c3ccco3)C2=O)ccc1Cl,98*
CCn1c(C)cc(/C=C2/SC(=S)N(CC(=O)O)C2=O)c1C,7
O=C(N/N=C/c1cccnc1)c1cccc(N2CCCC2=O)c1,6
CCOC(=O)[C@@H]1[C@H]2COc3ccccc3[C@H]2N2C(=O)N(c3ccc(C(F)(F)F)cc3)C(=O)[C@]12C,0
Cc1cc(N2CCCCC2)nc2ccccc12,1
CCOc1ccccc1OCCOc1ccc(F)cc1,6
C[C@@H]1CCN(C2CC2)S(=O)(=O)c2c(cccc2N2CCC[C@@H]2C)O1,0
O=C(O)c1c(-c2ccccc2)c2oc3ccccc3c2[nH]c1=O,-1
COc1ccc(-c2cc(C(=O)NC3CCCC3)no2)cc1OC,-3
CCOc1ccccc1C(=O)NCCCCCC(=O)O,2
CC(NC(=O)Cn1cc2c(n1)CCCCC2)c1ccccc1 (stereo not drawn),-2
O=C(O)C1CCN(S(=O)(=O)c2ccc(Oc3ccccc3)cc2)CC1,-1
O=C1CC(C(=O)N(c2cccc(F)c2)C(C(=O)NC2CCCC2)c2ccccn2)CS1 (stereo not drawn),0
O=C(NCCc1cccs1)C1CC(c2cccc(F)c2)=NO1 (stereo not drawn),-1
COc1ccc(C2=CC3=C(Br)C(=O)C(C)(OC(=O)c4cccs4)C(=O)C3=CO2)cc1 (stereo not drawn),0
CCc1cc2c(=O)c(-c3nc4ccccc4n3C)coc2c(CN2CCN(C)CC2)c1O,4
COc1ccccc1NC(=O)N(C)C[C@@H]1OCc2ccccc2-c2c(n(C)c3ccccc23)C(=O)N([C@H](C)CO)C[C@@H]1C,9
NC(=O)c1nsc(C(=O)N(c2ccc(F)cc2)C(C(=O)NCC2CCCO2)c2ccc3ncccc3c2)c1N (stereo not drawn),-3
O=C(NCc1cccc(C(F)(F)F)c1)C1C(=O)Nc2ccccc2C(=O)N1C1CCCC1 (stereo not drawn),-4
Cc1ccc(S(=O)(=O)NCC(=O)N(CC(=O)NCc2ccco2)Cc2ccco2)cc1,-1
CC1CN(C(=O)c2ccccc2)C(=Nc2cccc(S(=O)(=O)N(C)C)c2)S1 (stereo not drawn),-2
CCn1ncc([N+](=O)[O-])c1C(=O)N1CCCC1,-7
COC(=O)C1=C(C)N(Cc2ccccc2)C(=NCc2ccco2)N[C@H]1c1cccc(F)c1,5
NS(=O)(=O)c1ccc(NC(=O)/C(=C/c2ccncc2)NC(=O)c2ccccc2)cc1,0
CCCC1C(c2ccc(OC)cc2)C(C#N)(C#N)C2(C#N)CC1(N)NC2=O (stereo not drawn),-3
COc1ccccc1OCC(=O)NCc1n[nH]c(=O)c2ccccc12,2
C[n+]1ccc(/C=N/Nc2nc(Cl)c(C#N)c(Cl)c2Cl)cc1,3
Cc1cc(N=CC2=C(O)CC(C)(C)CC2=O)no1,-5
